a7 integrin act = qHTS for Activators of Integrin-Mediated Alleviation for Muscular Dystrophy; alpha7betagal myoblasts, beta-gal FDG fluorescence, 48 h; 350,000 tested, 0.064% active; Potency, µM (doses to about 38.3 µM), for the others: at the highest dose activation, actives largely listed as activators;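 further: potency means the concentration at half of the fitted maximal effect; 100% = response of the positive control SU9516; nearly all actives have a fitted effect of over 60% in size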
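alpha7betagal+/- myoblasts (passage 13, 250/well) treated 48 h at 37C with compounds at 1:260 dilution of DMSO stock. Lysed, then beta-galactosidase activity read as FDG fluorescence (ex 480/em 540) after 30 min, with pre-read for autofluorescence.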
MLL CXXC-DNA inh = qHTS Fluorescence Polarization Assay for Inhibitors of MLL CXXC domain - DNA interaction. MLL-CXXC / FITC-HOXA9 DNA fluorescence polarization. Potency, µM (doses to about 115 µM), for the others: top-dose activity change, negative = inhibition, actives largely listed as inhibitors. 290,000 tested, 0.037% active. AID 2662, 2010; active means well fitted inhibition curve with a large enough effect in the polarisation, with a control signal flat, not every such curve was filed as active; inconclusive means small, poorly fitted or top-dose-only effect, or effect the other way, or a change in a side signal; inactive means no such curve, though single readings can be large or run the other way; the % refers to the polarisation; further: potency means the concentration at half of the fitted maximal effect
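Fluorescence polarization: 7 uM MLL-CXXC (stock) preincubated 5 min with compounds, then 50 nM fluorescein-HOX-A9 DNA (stock) added; 30 min ambient. Buffer 50 mM Tris-HCl pH 7.5, 50 mM NaCl, 1 mM DTT, 0.05% BSA.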
TRPV1 ag = HTS Assay for Compounds that Act as Agonists of the Vanilloid Receptor 1; TRPV1-expressing cells, Fluo-8 calcium influx, agonist mode; activation, % at 8.33 µM; 320,000 tested, 0.19% active; AID 540275, 2011; in the data active means activation above about 80%; inconclusive means between about 30% and that limit; further: 0% is about no effect
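Fluo-8 calcium influx in TRPV1-expressing cells, kinetic read (ex 480/em 520 nm). Compound added and read 3 min for agonist activity, followed by capsaicin at EC20 final and 2 min further read for enhancement.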
TCR act = Activators of T cell receptors: qHTS campaign. AID 504894, 2011. 330,000 tested, under 10 active. primary human leukocytes, anti-CD3, IL-2 HTRF, 48 h. Potency, µM (top dose mostly 9.22 µM), without a hit: at the top dose activation of IL-2 secretion, hits mostly activators; further: % of control where 0% means no effect
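Compounds are tested in HTS on primary human leukocytes co-incubated with a-CD3 beads for 48 hr. IL-2 output is measured by time-resolved FRET.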
BRCA1 expr act = qHTS Assay to Identify Small Molecule Activators of BRCA1 Expression. AID 624202, 2012. Potency, µM (doses to about 46.1 µM), inactives show top-dose activation, actives largely listed as activators. MCF7-BRCA1-FFLuc reporter, luminescence, 48 h; response scale: scaled: vehicle 0%, 10 µM genistein 100%. 380,000 tested, 1.1% active; further: potency means the concentration at half of the fitted maximal effect; nearly all actives have a fitted effect of over 80% in size; some results filed as inactive show a strong effect at the top dose
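Luminescence from a BRCA1-driven firefly luciferase in MCF7 cells was the read-out, taken 15 min after substrate addition following 48 h compound exposure at 37 °C. Data were normalized to a 10 microM genistein control and DMSO vehicle.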
p53 reactivation = qHTS assay for re-activators of p53 using a Luc reporter. H1299 p53-A138V BP100-luciferase reporter, luminescence, 24 h. Potency, µM (top dose mostly 92.2 µM), without a hit: at the top dose activity change, positive = activation, most hits filed as activators. 320,000 tested, 0.063% active; further: potency means the concentration at half of the fitted maximal effect; % of control where 0% means no effect; nearly all actives have a fitted effect of over 45% in size
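H1299 (p53-null), stable ts p53-A138V + BP100-Luc; 1000 cells/well, Opti-MEM/10% FBS; cpd 4 pt, 1:5; 24 h, 37 deg C, 5% CO2; detection reagent 10 min RT; luminescence.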
AT treatment = qHTS Assay for Identifying a Potential Treatment of Ataxia-Telangiectasia | 320,000 tested, 0.19% active | […] A-T fibroblasts, KAP-1 phosphorylation AlphaLISA; neocarzinostatin DNA damage 30 min before lysis | AID 485349, 2010 | Potency, µM (doses to about 57.5 µM), for inactives: at the highest dose activation, usual class: activators; further: potency means the concentration at half of the fitted maximal effect; % of control where 0% means no effect; nearly all actives have a fitted effect of over 45% in size
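ATM-like activity read as KAP-1 phosphorylation via AlphaLISA donor/acceptor antibody pairs after lysis and 6 hr at 25C. Cells were ATM-null patient fibroblasts ([…], hTERT), dosed 60 min, then exposed to the DSB inducer NCS for 30 min.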
TSG101-PTAP inh = qHTS Assay for Iinhibitors of HIV-1 Budding by Blocking the Interaction of PTAP/TSG101; Tumor susceptibility gene 101 protein (Homo sapiens), Q99816; Fluorescence polarization, FITC-PTAP peptide / Tsg101 binding; Potency, µM (titrated, usually from 115 µM), without a hit: at the top dose activity change, negative = inhibition, actives largely listed as inhibitors; 340,000 tested, under 10 active; AID 493005, 2010; active means well fitted inhibition curve with a large enough effect in the main read-out, with a control signal flat, not every such curve was filed as active; inconclusive means small, poorly fitted or top-dose-only effect, or effect the other way, or a change in a side signal; inactive means no such curve, though single readings can be large or run the other way; further: potency means the concentration at half of the fitted maximal effect; % of control where 0% means no effect
Target sequence (Q99816 whole entry, looked up): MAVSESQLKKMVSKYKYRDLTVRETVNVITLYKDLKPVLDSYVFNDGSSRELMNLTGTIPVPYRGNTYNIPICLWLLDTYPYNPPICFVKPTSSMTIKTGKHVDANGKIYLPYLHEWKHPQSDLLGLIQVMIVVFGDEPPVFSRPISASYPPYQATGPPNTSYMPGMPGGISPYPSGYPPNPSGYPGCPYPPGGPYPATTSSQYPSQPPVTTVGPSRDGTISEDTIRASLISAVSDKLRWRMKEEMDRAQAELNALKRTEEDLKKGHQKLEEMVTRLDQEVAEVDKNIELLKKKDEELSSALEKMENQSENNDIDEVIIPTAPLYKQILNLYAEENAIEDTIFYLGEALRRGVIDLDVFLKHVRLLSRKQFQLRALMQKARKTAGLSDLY
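Steps: Tsg101 binding domain dispensed (10 uM final), compounds pinned in DMSO, FITC-labeled PTAP-motif peptide added (50 nM final); after 20 min binding at room temperature, polarization measured.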
ELG1 DNA repair = qHTS screen for small molecules that inhibit ELG1-dependent DNA repair in human embryonic kidney (HEK293T) cells expressing luciferase-tagged ELG1; AID 504467, 2011; HEK293T ELG1-luciferase reporter, luminescence, 16 h; DNA damage induced by 5-fluorouridine; 330,000 tested, 2.3% active; Potency, µM (titrated, usually from 46.1 µM), for inactives: at the top dose activity change, negative = inhibition, hits mostly inhibitors; further: potency means the concentration at half of the fitted maximal effect; on the % scale 0 is the no-effect control and ±100 the full control effect; nearly all actives have a fitted effect of over 55% in size
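Step one: seed 2,000 cells per well. Step two: pin-transfer compound or DMSO alongside 5-fluorouridine. Step three: incubate 16 hr, 37 °C, 5% CO2. Step four: add ONE-Glo, wait 30 min, read luminescence.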
B2AR arrestin = qHTS assay of beta-arrestin-biased ligands of beta2-adrenergic receptor; Beta-2 adrenergic receptor (Homo sapiens), P07550; beta-arrestin recruitment to beta2AR, cell-based reporter; Potency, µM (top dose mostly 46.1 µM), for the others: top-dose activation, actives largely listed as activators; 330,000 tested, 0.02% active; AID 492947, 2010;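 further: potency means the concentration at half of the fitted maximal effect; 0% = DMSO controls and full agonism = EC100 isoproterenol or metaproterenol; nearly all actives have a fitted effect of over 65% in size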
Target sequence (P07550 whole entry, looked up): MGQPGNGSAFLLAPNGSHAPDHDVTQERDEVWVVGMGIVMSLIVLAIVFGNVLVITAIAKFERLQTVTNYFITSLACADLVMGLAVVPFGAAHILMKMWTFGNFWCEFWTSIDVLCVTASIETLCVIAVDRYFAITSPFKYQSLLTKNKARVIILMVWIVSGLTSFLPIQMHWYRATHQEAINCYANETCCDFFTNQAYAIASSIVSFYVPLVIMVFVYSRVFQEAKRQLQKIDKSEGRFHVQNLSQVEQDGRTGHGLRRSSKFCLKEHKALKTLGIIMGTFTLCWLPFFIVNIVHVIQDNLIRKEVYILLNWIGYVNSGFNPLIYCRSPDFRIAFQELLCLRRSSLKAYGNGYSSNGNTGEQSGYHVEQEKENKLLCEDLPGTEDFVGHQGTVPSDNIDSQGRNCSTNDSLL
* marks the source's active call; other numbers are inactive results; ? = inconclusive; · = no result given; [ ] = remark or other dose. Unless noted, the call rests on the fitted dose curve; in most records, active means well fitted curve in the direction sought with a large enough effect; inconclusive means small, poorly fitted or top-dose-only effect, or another doubt; inactive means no such curve, though single readings can be large; an effect the other way counts as inactive or inconclusive.

SMILES	a7 integrin act	MLL CXXC-DNA inh	TRPV1 ag	TCR act	BRCA1 expr act	p53 reactivation	AT treatment	TSG101-PTAP inh	ELG1 DNA repair	B2AR arrestin
COc1ccc(-c2csc(N3CCC(c4ccccc4)CC3)n2)cc1	-1%	-1%	2	·	-4%	2%	8%	1%	-4%	0.1%
CN(C)C(=O)CCc1ccc2c3c([nH]c2c1)[C@]1(C)[C@@H](C(=O)N2CCOCC2)C[C@H](CC(=O)NCC24CC5CC(CC(C5)C2)C4)C(=O)N1CC3	-4%	·	·	2%[46.1 µM]	-31%	1%	-1%	1%	-2%	13%
C=CCn1c(SCc2nc3ccccc3[nH]2)nnc1-c1ccncc1	-3%	3%	3	·	3%	-11%	2%	6%	-4%	0.4%
C/C(CC(=O)Nc1ccc2c(c1)OCCO2)=N\NC(=O)C(=O)Nc1ccccc1C	3%	21%	2	-1%	16%	4%	-1%	2%	?	0.0%
Cc1cc(=O)oc2cc(OCC3CC(c4ccc(N(C)C)cc4)=NO3)ccc12 (stereo not given)	11%	-5%	-2	-3%	1%	-4%	7%	-4%	17%	-0.1%
CCc1ccc(NC(=O)CN(c2ccc(OC)cc2)S(=O)(=O)c2c(C)nn(C)c2C)cc1	17%	9%	1	3%	-33%	-6%	-3%	-3%	0%	0.0%
COc1cc(NC(=O)c2ccc(C)cc2)c(OC)cc1NC(=O)CN1CCOCC1	24%	4%	-1	0%	49%	-1%	-3%	0%	?	0.2%
O=C(CN(c1ccc(F)cc1)S(=O)(=O)c1ccc2c(c1)OCCO2)Nc1ccccc1	-1%	3%	-8	-6%	0%[1.84 µM]	4%	·	-3%	21µM*	0.5%
CN(C(=O)CSc1cn(CC(=O)N2CCOCC2)c2ccccc12)c1ccccc1	0%	-19%	9	-3%	17%	9%	11%	-3%	?	0.3%
Cn1cc(/C=N/n2cnc3scc(-c4ccccc4)c3c2=O)c2ccccc21	-20%	2%	3	4%	-91%	0%	-4%	-4%	?	0.3%
C/C(=C\C(=O)c1c(O)cc(C)oc1=O)N(C)C	-7%	1%	4	3%	-18%	2%	-2%	-1%	16%	0.2%
COc1ccc(S(=O)(=O)NCC(=O)NCCc2ccc(OC)c(OC)c2)cc1	0%	·	·	0%	0%	·	·	-1%	·	·
Cc1cccc(CSc2ncc(CO)n2C)c1	6%	0%	-1	0%	41%	5%	-2%	-3%	27%	0.1%
O=C(CCc1ccccc1)N=C1SC2CS(=O)(=O)CC2N1Cc1ccc(F)cc1 (stereo not given)	-17%	-6%	10	-2%	0%	-4%	-3%	2%	-1%	0.4%
CCOC(=O)CSc1nc(=O)n2cc(C)ccc2n1	12%	?	0	-3%	23%	5%	1%	0%	10%	0.1%
CCCCCCCCCCCCS(=O)(=O)CCC(=O)O	-47%[inhibitor]	1%	10	1%	-56%	-6%	-6%	-2%	?	2.7%
O=C(NCc1ccco1)Nc1ccc(OC(F)(F)F)cc1	1%	1%	·	-2%	79%	6%	2%	0%	-2%	-0.2%
O=C(NCCCN1CCCCCC1)C1CCCN(S(=O)(=O)c2cccc3nsnc23)C1 (stereo not given)	-13%	7%	0	-1%	-14%	1%	3%	0%	4%	-1.0%
CC(C)OC(=O)C(C#N)c1nc2ccccc2nc1N1CCN(Cc2ccccc2)CC1 (stereo not given)	18%	-3%	1	-1%	-4%	0%	-6%	-8%	9%	0.1%
COCC1CCN(C(=O)CCc2nnc(C3(c4ccc(Cl)cc4)CCC3)o2)C1 (stereo not given)	22%	-1%	1	0%	26%	?	6%	-5%	?	0.1%
C=C(C)CSc1nc2nc(C)c(Br)cc2[nH]1	·	-1%	-5	·	·	16%	-1%	·	?	-0.1%
Cc1[nH]c2ccccc2c1CCO	17%	3%	0	7%	8%	-1%	3%	3%	8%	0.1%
CN(CCOc1ccccc1)CC(=O)Nc1cccc(Br)c1	33%	2%	26	10%	-20%	-5%	5%	-3%	3%	-0.2%
CC1CCCC(C)N1C(=O)Cn1cnc2cc([N+](=O)[O-])ccc2c1=O (stereo not given)	-96%[inhibitor]	11%	-1	3%	10%	7%	2%	-2%	-6%	-0.3%
Cc1ccccc1NC(=O)CC1SC(=O)N(c2ccccc2)C1=O (stereo not given)	21%	21%	-6	8%	2%	29%	-2%	-9%	?	0.5%
O=C(NC1CCCCCCC1)c1cc(COc2ccc3ncccc3c2)on1	-37%[inhibitor]	-7%	?	-7%	-48%	0%	1%	0%	1.6µM*	-0.1%
Cc1cccc2sc(NC(=O)CN(C)S(=O)(=O)c3cccs3)nc12	29%	-1%	2	8%	-20%	11%	1%	-1%	?	-0.1%
COc1ccc(N2C(=O)/C(=C\c3ccco3)N=C2SCC(=O)NC(C)C)cc1Cl	-17%	9%	12	-4%[46.1 µM]	-9%	-12%	-2%	0%	?	0.8%
O=c1[nH]cnc(O)c1C(c1ccc(F)cc1)c1c(O)nc[nH]c1=O	16%	-8%	1	·	1%	2%	-10%	0%	12%	-0.3%
COC(=O)CSc1nc2nc(-c3cccs3)cc(C(F)(F)F)c2c(=O)[nH]1	10%	4%	-4	-3%	-8%	-8%	-18%	-3%	-3%	0.1%

2 entries drawn at random from those above:
SMILES	a7 integrin act	MLL CXXC-DNA inh	TRPV1 ag	TCR act	BRCA1 expr act	p53 reactivation	AT treatment	TSG101-PTAP inh	ELG1 DNA repair	B2AR arrestin
O=c1[nH]cnc(O)c1C(c1ccc(F)cc1)c1c(O)nc[nH]c1=O	16%	-8%	1	·	1%	2%	-10%	0%	12%	-0.3%
Cc1cccc2sc(NC(=O)CN(C)S(=O)(=O)c3cccs3)nc12	29%	-1%	2	8%	-20%	11%	1%	-1%	?	-0.1%

Other records.
SMILES	a7 integrin act	MLL CXXC-DNA inh	TRPV1 ag	TCR act	BRCA1 expr act	p53 reactivation	AT treatment	TSG101-PTAP inh	ELG1 DNA repair	B2AR arrestin
O=C(CSc1nc2ccccc2c(=O)n1C1CC1)NCc1ccccc1	4%	-15%	24	1%	0%	12%	1%	-1%	-3%	0.0%
COC(=O)[C@H]1C[C@@H]1[C@H](NS(=O)(=O)c1ccc2ccccc2c1)c1ccccc1	3%	-3%	-5	10%	2%	1%	-10%	-2%	8%	11%
Cn1cccc1C(=O)NCC1COc2ccccc2O1 (stereo not given)	9%	·	6	-3%	?	26%	-11%	0%	?	2.7%
Cc1cccc(C)c1CC(=O)N1CCOCC1	-18%	-7%	1	4%	-4%	?	3%	0%	-9%	-0.1%
COC(=O)CCCC1=CC2=CC(=O)C(C)(OC(=O)c3cccs3)C(=O)C2=CN1Cc1ccccc1 (stereo not given)	9%	-4%	3	-7%	1%	2%	-3%	1%	2%	4.2%
CCn1cc(C(=O)O)c(=O)c2cc(F)c(N3CCN(C(=S)NC(=O)c4ccccc4F)CC3)cc21	26%	-7%	0	-4%	-9%	-2%	-8%	-9%	?	-0.3%
CC1Oc2ccccc2N(CC(=O)N2CCCc3ccccc32)C1=O (stereo not given)	8%	-10%	11	8%	1%	-11%	2%	0%	1%	-0.1%
COc1ccc(/C=C/C(=O)NC(=S)Nc2ccc(S(N)(=O)=O)cc2)cc1OC	2%	22%	-1	·	8%	·	-20%	-1%	?	-0.6%
CN(C)C(CNC(=O)c1cccc(S(=O)(=O)N2CCN(c3ccc(F)cc3)CC2)c1)c1ccccc1 (stereo not given)	-62%[inhibitor]	·	·	-2%	-47%	·	·	-7%	·	·
O=S(=O)(c1ccc(NC(=S)N/N=C/c2c3ccccc3cc3ccccc23)cc1)N1CCOCC1	-23%	-1%	0	11%	-46%	-4%	-2%	?	?	0.1%
CN(Cc1ccco1)S(=O)(=O)c1nnc(NC(=O)c2ccc(F)cc2)s1	?	-3%	13	-4%	-5%	?	10%	-5%	-29%	-0.4%
CCn1c(-c2ccccc2)c(C(=O)O)c2ccccc21	-3%	-9%	3	2%	1%	2%	-3%	-1%	-7%	-0.8%
COc1ccc(CNc2nc3ccccc3n2C(C)C)cc1	5%	3%	1	-9%	-4%	0%	2%	-6%	5%	0.1%
O=c1c2[nH]c3ccc(Br)cc3c2ncn1Cc1ccncc1	?	-8%	0	-4%	-10%	0%	5%	-4%	-11%	-0.1%
CN(C)CCCN1CC(C(=O)O)CC1=O (stereo not given)	23%	-2%	2	1%	7%	-6%	-12%	-5%	8%	-0.3%
CCN(CC)C(=O)CSc1nnc(-n2nc(C)cc2C)c2ccccc12	-18%	-1%	-3	·	2%	27%	3%	·	?	-0.2%
CCOc1cc(C=NN=C2c3ccccc3-c3ccccc32)ccc1O	16%	·	·	-12%	-19%	·	·	-1%	·	·

This is a random part of the collection (roughly 3.8% active in at least one column).
